Bioassay records deposited in PubChem BioAssay by several laboratories.
HUVEC prolif 384: inhibitors of human endothelial cell proliferation; viability, % at 10 µM (by protocol); HUVEC proliferation, CellTiter-Glo luminescence, 72 h; hits give low values; actives 1.1% (n = 86,000);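 active = viability at or below 30%; inactive = viability above 30%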;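 also: 100% = median luminescence of DMSO-only cell control wells on each plate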
Lung fibro prol: blocks proliferation of human lung fibroblasts; actives 1.1% (n = 85,000); viability, % at 10 µM; LL 47 human lung fibroblast viability, ATP luminescence; hits give low values; AID 719;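 active = viability at or below 50% in the single dose screen; inactive = viability above 50%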;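 also: compound exposure lasted 72 h before the ATP readout; 100% = median luminescence of untreated cell-only wells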
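material = human LL 47 lung fibroblast cells | dosing = compounds added from tenfold dosing solution, 0.1% DMSO final | timing = overnight cell rest, 72 h compound treatment at 37 °C | measured by = CellTiter-Glo luminescence measuring cellular ATP | evaluation = % viability versus median cells-only luminescence | control set = cell-only wells, no compound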
VCAM1 TNFa inh: reduces TNF alpha induced VCAM1 expression in HUVEC. HUVEC TNFa-induced VCAM-1 immunofluorescence, high-content imaging. inhibition, % at 2 µM. actives 0.48% (n = 95,000). AID 802;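 active = inhibition above the batch mean plus 3 SD, with images confirmed as a hit by eye, cut at about 37% in these data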;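 also: 0% = TNF-stimulated DMSO wells and 100% = unstimulated control wells; not every result past the cut was called active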
Pyk2 oligo antag: Pyk2 (human) oligomerization antagonism. Q14289. Q293 cells, Pyk2 FERM NanoBiT luminescence; hits give low values. z-score (the deposit names both 25 µM and 10 µM). actives 0.83% (n = 99,000);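 active = Z-score of -3 or lower, scaled per plate to the spread of control and sample wells; inactive = z-score above -3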;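 also: negative z-score means lost luminescence so less FERM oligomerization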
H69AR growth 86K: blocks growth of human H69AR lung tumor cells; actives 6% (n = 85,000); viability, % at 10 µM; H69AR lung tumor viability, ATP luminescence, 72 h; hits give low values;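 active = viability at or below 40%; inactive = viability above 40%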;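 also: multidrug resistant small cell line overexpressing MRP-1 efflux transporter; 100% = mean luminescence of untreated control wells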
HUVEC tox IL1B: toxic to HUVEC cells under IL-1B stimulation; HUVEC cell count loss, Hoechst imaging, IL-1B stimulated; cell count reduction, % at 2 µM; actives 0.41% (n = 94,000);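 active = cell count reduction more than 3 SD above the screen-wide mean, cut at about 70% in these data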;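 also: normalized per plate to untreated control cells as the no-loss baseline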
cytoskel mod: alters cytoskeleton assembly in HUVEC cells. HUVEC TNFa F-actin phalloidin imaging, high content. inhibition, % at 2 µM. actives 0.18% (n = 91,000). AID 836;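 active = inhibition above the batch mean plus 3 SD and confirmed as a hit by visual image inspection, cut at about 30% in these data, passing the limit was not always enough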; also: strong numbers were not always called active
HUVEC tox TNFa: HUVEC cytotoxicity counter-screen, TNF alpha stimulated; cell count reduction, % at 2 µM; HUVEC TNFalpha-stimulated, Hoechst cell count, imaging; actives 0.17% (n = 93,000);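 active = cell count reduction exceeding the screen mean by over 5 SD, scaled to untreated wells per plate, cut at about 78% in these data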;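 also: cells counted after 24 h of TNF alpha exposure following the 1 h pretreatment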
Smad3 FoxH1 inh: blocks human Smad3 binding to FoxH1 peptide | actives 0.29% (n = 88,000) | TR-FRET Smad3/Dy647-FoxH1 peptide binding, europium anti-His | inhibition, % at 25 µM;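 active = compounds that reduce the energy-transfer binding signal between the protein and its labelled peptide by more than half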;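 also: 0% = Smad3 plus labelled peptide maximal FRET and 100% = peptide-only background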
Target sequence (P84022 whole entry, looked up): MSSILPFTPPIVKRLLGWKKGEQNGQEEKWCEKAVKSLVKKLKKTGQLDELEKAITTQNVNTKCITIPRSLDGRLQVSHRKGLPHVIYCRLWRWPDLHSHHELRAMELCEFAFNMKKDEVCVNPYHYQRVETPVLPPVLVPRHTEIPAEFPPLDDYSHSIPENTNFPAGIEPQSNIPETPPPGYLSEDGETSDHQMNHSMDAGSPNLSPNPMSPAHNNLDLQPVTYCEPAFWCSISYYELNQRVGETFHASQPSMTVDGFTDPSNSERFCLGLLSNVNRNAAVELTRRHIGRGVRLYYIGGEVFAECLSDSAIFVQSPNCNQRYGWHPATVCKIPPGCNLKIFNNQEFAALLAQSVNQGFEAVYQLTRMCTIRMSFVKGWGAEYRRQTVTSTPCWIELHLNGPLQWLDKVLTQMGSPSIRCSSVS
* = called active by the depositor; · = not tested or not shown; [ ] = dose if it differs, or a comment. Not all compounds are listed (hit frequency here may not be typical).

SMILES	HUVEC prolif 384	Lung fibro prol	VCAM1 TNFa inh	Pyk2 oligo antag	H69AR growth 86K	HUVEC tox IL1B	cytoskel mod	HUVEC tox TNFa	Smad3 FoxH1 inh
Cc1cc(NC(=O)CCC(=O)N(Cc2ccco2)C(C)(C)C(=O)NC2CCCCC2)no1	96	96	-14	0.78	76	-8	-14	·	4
CCn1c(SCc2nc3ccccc3[nH]2)nnc1-c1cnccn1	95	102	-21	-0.56	87	9	-9	8	3
Nc1ccc2c3c(cccc13)CC2	·	·	20	0.55	·	4	51*	-3	·
CCOc1ccc(NS(=O)(=O)c2ccc(NC(C)=O)c(OC)c2)cc1	·	·	-1	-0.27	·	8	12	-26	·
Cc1ccc(CNC(=O)c2ccc3c(=O)n(CC4CCCO4)c(=S)[nH]c3c2)cc1 (stereo not drawn)	99	106	-5	-0.61	102	0	-4	7	-10
O=C(c1ccc2c(c1)OCCO2)C1CCN(S(=O)(=O)c2ccccc2F)CC1	78	93	-26	-2.4	86	-33	-3	-13	3
C=C(C)COc1ccc(-c2nc(N)ncc2Oc2ccc(OC)cc2)c(O)c1	87	85	5	-4.7*	73	-10	13	-31	8
Cc1cc(S(=O)(=O)N2CC(=O)N(CCc3ccccc3)C(=O)C2)ccc1F	80	94	-6	0.63	104	-65	·	-24	5
O=C(NCCCN1CCCC1)Nc1cccc2ccccc12	94	103	5	-0.14	64	-11	-24	-1	8
CCOc1ccc(-n2cnnn2)cc1S(=O)(=O)Nc1c(C)cccc1C	99	95	4	0.9	93	17	-6	9	-1[fluorescence artefact?]
Cc1c(C(=O)NCc2ccccn2)sc2nc(-c3ccccc3)cn12	77	114	·	·	90	·	·	·	-5
COc1ccc(OC)c(C(=O)c2nc3c(n2O)CCCCC3)c1	89	103	10	0.24	92	-16	-1	-21	-3
CCCOc1ccccc1C1CC(=O)NC2=C1C(=O)CCC2 (stereo not drawn)	66	66	2	-0.18	86	-37	-25	-32	-16
Cn1c(SCC(=O)Nc2ccc3c(c2)OCCO3)nnc1-c1ccccn1	97	104	0	-0.33	88	-32	-16	-3	6
Cn1c(=O)oc2cc(C(=O)c3ccccc3)ccc21	84	100	-12	0.9	85	-19	-14	-6	2
O=C1CC(=C(c2ccccc2)c2ccccc2)C(=O)N1CCN1CCN(c2cccc(Cl)c2)CC1	·	·	-44	0.14	·	-15	12	-10	·
O=c1c2c(n3nnnc3n1-c1ccccc1)-c1ccccc1CC21CCCC1	87	101	-3	0.06	98	-2	-17	-28	2
Cc1ccc2c(c1)N(CC(=O)OC(CC(C)C)C(=O)NC1CCCC1)C(=O)CO2 (stereo not drawn)	96	99	·	-1	73	·	·	·	0
CN=C1c2cc3c(Br)c(OC)ccc3n2CCN1C	93	90	15	-0.67	56	-1	-6	-9	8
O=C(O)c1cccc(NC(=O)C2CCCO2)c1 (stereo not drawn)	88	96	14	0.99	103	-1	2	-12	2
Cc1cc(C)c(C#N)c(SCc2ccc(C#N)cc2)n1	83	74	1	-0.77	61	-4	6	-16	-7
CC1(C)Cc2c(C#N)c(NCCc3ccccc3)nc(-c3ccco3)c2CO1	79	88	·	0.07	59	·	·	·	1
COc1ccc(N2Nc3n[nH]c(N)c3N2)cc1	85	100	0	-0.27	109	-22	8	-20	-2
COc1ccc(CCN2C(=O)c3ccncc3C2=O)cc1OC	99	103	1	1.4	98	-20	-6	-13	-1
O=C(CCCCn1c(=O)[nH]c2ccccc2c1=O)N1CCN(c2cccc(C(F)(F)F)c2)CC1	61	105	-15	-1.6	51	-3	-1	-18	-7

Entries above marked active in cytoskel mod.
| structure | VCAM1 TNFa inh | Pyk2 oligo antag | cytoskel mod | Smad3 FoxH1 inh |
| --- | --- | --- | --- | --- |
| Nc1ccc2c3c(cccc13)CC2 | 20 | 0.55 | 51* | · |

More results follow:
SMILES	HUVEC prolif 384	Lung fibro prol	VCAM1 TNFa inh	Pyk2 oligo antag	H69AR growth 86K	HUVEC tox IL1B	cytoskel mod	HUVEC tox TNFa	Smad3 FoxH1 inh
CCSC1=NC(=O)/C(=C2/C=Cc3ccccc3N2CC)S1	96	98	-16	-1.7	70	-28	-20	-4	5[fluorescence artefact?]
Cn1c2ccccc2c2ncn(CCCN3CCOCC3)c(=O)c21	80	86	·	0.32	84	-4	·	·	-4
Cc1cccc(N2C(=O)CC(N3CCN(c4ccccc4)CC3)C2=O)c1 (stereo not drawn)	95	94	15	0.5	96	-17	6	-42	-10
Cc1nc2sc3c(c2c(=O)[nH]1)CCC3	90	104	·	0.14	93	·	·	·	-6
O=c1c2c3c(sc2nc2n1CCCC2)CCCC3	90	93	-6	-0.7	91	9	-4	-6	11
CC(=O)NC(CCS(C)(=O)=O)C(=O)Nc1ccc(F)cc1Cl (stereo not drawn)	91	93	-28	0.15	100	-8	0	-26	5
CCC(C)Nc1c([N+](=O)[O-])cc(C)cc1[N+](=O)[O-] (stereo not drawn)	·	·	15	0.79	·	-13	23	-9	·
CC1Cc2ccccc2N1C(=O)CSc1nnc(Cn2nnc3ccccc32)n1C (stereo not drawn)	97	102	5	1.7	95	-25	-38	-4	-2
Cc1ccc(C(C)C)c(OCc2nnc(SCC(=O)Nc3ncc(C)s3)n2C)c1	91	78	-2	0.6	9.8*	-17	13	-23	-4
CC1=C(C(N)=O)C(c2ccccn2)n2nc(SCc3ccccc3)nc2N1 (stereo not drawn)	115	101	22	-0.23	101	2	-30	-24	10
O=C(CSc1nc2ccccc2s1)Nn1cnnc1	96	102	14	0.52	104	·	-13	17	10
CCOc1ccccc1C(=O)Nc1nncs1	93	97	-10	0.6	98	-39	-26	-12	-5
CCn1c(SCC(=O)NC(C)(C)C)nnc1-c1ccoc1C	97	109	-10	-0.89	101	10	-3	8	-9
CC(=O)NC(CC(=O)Nc1ccc(S(=O)(=O)N2CCCCC2)cc1)c1ccccc1 (stereo not drawn)	·	·	2	0.66	·	-15	0	-2	·
O=C(O)CCCCCNCc1ccncc1	·	·	12	-0.32	·	6	14	-22	·
COc1cc(/C=C2/C(=N)N3OC(C)=CC3=NC2=O)ccc1OCCOc1ccc(C)cc1	·	·	3	0.28	·	-30	59	-22	·
Cc1ccc2nc(NC(=O)c3ccc(Cl)s3)sc2c1	70	51	8	·	20*	16	-12	-20	-4
N#Cc1sc2nc(-c3ccccc3)cc(-c3ccco3)c2c1N	76	102	11	-1	84	-17	0	-43	20
CCCn1c(=O)[nH]c(=O)c2c1nc(-c1ccc(OC(F)F)cc1)n2CCN1CCOCC1	·	·	-2	-1.2	·	11	16	-27	·
CN1CCN(CC(=O)N2c3ccccc3C(C)(c3ccccc3)CC2(C)C)CC1 (stereo not drawn)	89	70	19	0.94	70	-37	-11	-13	5
O=C(NC1CCCCC1)n1c(=O)oc2ccc(Cl)cc21	96	97	-10	1.2	53	-11	-1	10	1
CCOc1ccccc1NC(=O)N1CCC(NC(=O)c2cccc(C)c2)CC1	94	101	13	0.11	92	12	-37	37	4
O=C(CSc1cccc[n+]1[O-])c1cc2ccccc2o1	109	93	·	0.27	54	·	·	·	0
O=C(Nc1nnc(C2CC2)s1)c1ccccn1	72	69	20	-0.16	81	-1	-2	-16	-5
O=C(Cc1cccs1)Nc1ccc(NC(=O)c2ccco2)cc1	102	104	16	1.9	80	-9	12	-4	-2

Part of the list above in order of length of the SMILES, smallest number first:
SMILES	HUVEC prolif 384	Lung fibro prol	VCAM1 TNFa inh	Pyk2 oligo antag	H69AR growth 86K	HUVEC tox IL1B	cytoskel mod	HUVEC tox TNFa	Smad3 FoxH1 inh
Cc1nc2sc3c(c2c(=O)[nH]1)CCC3	90	104	·	0.14	93	·	·	·	-6
O=C(O)c1cccc(NC(=O)C2CCCO2)c1 (stereo not drawn)	88	96	14	0.99	103	-1	2	-12	2
O=C(NCCCN1CCCC1)Nc1cccc2ccccc12	94	103	5	-0.14	64	-11	-24	-1	8

Next part.
SMILES	HUVEC prolif 384	Lung fibro prol	VCAM1 TNFa inh	Pyk2 oligo antag	H69AR growth 86K	HUVEC tox IL1B	cytoskel mod	HUVEC tox TNFa	Smad3 FoxH1 inh
CC1(C)CC(=O)c2cc(C(=O)N3CCCC(C)(C)C3)c(=O)n(-c3ccccc3)c2C1	110	101	4	-0.23	89	-32	-39	-14	-7
COc1ccc(NC(=O)CN2C(=O)c3cccc4cccc2c34)cc1OC	71	74	-7	-0.82	85	-50	10	-13	2
Cn1c(SCC(=O)NNC(=O)Cc2ccccc2)nnc1-c1ccc(Cl)cc1	·	·	4	0.05	·	-2	15	-6	·
CCOc1ccc(CCNC(=O)CCc2c(C)nc3ncnn3c2C)cc1OCC	89	102	-9	-0.52	85	-12	-1	4	-2
CCNCCOC(c1ccccc1)c1ccccc1	90	97	-4	0.72	89	26	28	-21	7
Cc1ccc(N2CC(C(=O)Nc3ccc4c(c3)OCO4)CC2=O)cc1 (stereo not drawn)	93	104	8	-0.03	92	-7	23	89*	-13
COc1ccc(-c2nnc(SCC(=O)Nc3cc(F)ccc3C)o2)cc1	100	96	22	·	99	11	14	50	-2
CCN(CC)CC(=O)Nc1c(C)cc(C(C)(C)C)cc1C	85	·	-8	0.72	80	-3	2	-16	9
CCOC(=O)Cn1cnc([N+](=O)[O-])n1	82	101	-2	1.9	95	-100	12	-2	3
Cc1cccc(OCC(=O)N/N=C\C=C\c2ccc3c(c2)OCO3)c1C	·	·	10	0.3	·	-9	-35	-9	·
O=C(Cn1cnc2c(nnn2Cc2ccc(Cl)cc2)c1=O)NCC1CCCO1 (stereo not drawn)	100	100	2	0.54	95	24	9	-21	3[fluorescence artefact?]
COc1ccccc1-n1c(C)nnc1SCC(=O)Nc1cc(C)cc(C)c1	99	·	15	-1	77	15	-4	-6	-1
CCCCN(CC)C(=O)Cn1c(=O)sc2ccccc21	97	98	1	-0.22	95	15	-10	-36	18[fluorescence artefact?]
CCOC(=O)C1=C(N)Oc2ccc3ccccc3c2C1c1cccnc1 (stereo not drawn)	87	88	-23	-3.1*	63	31	-4	·	3
CCN=c1scc(C)n1/N=C/c1ccsc1	92	93	-14	0.1	94	-22	1	8	2

Arranged by value in VCAM1 TNFa inh (largest number first): six from the list above
SMILES | VCAM1 TNFa inh
N#Cc1sc2nc(-c3ccccc3)cc(-c3ccco3)c2c1N | 11
Cc1ccc(N2CC(C(=O)Nc3ccc4c(c3)OCO4)CC2=O)cc1 (stereo not drawn) | 8
O=C(Cn1cnc2c(nnn2Cc2ccc(Cl)cc2)c1=O)NCC1CCCO1 (stereo not drawn) | 2
COc1ccc(N2Nc3n[nH]c(N)c3N2)cc1 | 0
O=c1c2c3c(sc2nc2n1CCCC2)CCCC3 | -6
CCSC1=NC(=O)/C(=C2/C=Cc3ccccc3N2CC)S1 | -16
